G9a block: G9a (human) methyltransferase inhibition; hit rate 8.8% among 350,000; Q96KQ7; G9a H3K9 monomethylation, AlphaScreen, 2 h; Potency, µM (titrated, usually from 102 µM), for the others: at the highest dose activity, negative = inhibition, actives largely listed as inhibitors; note: potency is the fitted concentration of half-maximal effect; % is set by controls: 0 for no effect and ±100 for the full control effect; nearly all actives have a fitted effect of over 75% in size
Target sequence (Q96KQ7 913-1193 limits assumed): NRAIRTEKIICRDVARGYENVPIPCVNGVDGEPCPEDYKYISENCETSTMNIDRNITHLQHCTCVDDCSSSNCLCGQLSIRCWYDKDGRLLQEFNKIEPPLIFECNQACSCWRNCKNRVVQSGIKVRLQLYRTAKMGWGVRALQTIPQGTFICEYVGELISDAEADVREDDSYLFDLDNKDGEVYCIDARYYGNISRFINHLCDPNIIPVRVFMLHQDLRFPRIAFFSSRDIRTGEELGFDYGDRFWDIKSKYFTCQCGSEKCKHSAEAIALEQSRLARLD
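Readings reflect AlphaScreen signal from monomethyl-H3K9 antibody detection. HMT at 20 nM; substrate b-H3K9 500 nM; cofactor SAM 20 uM; 2 h RT reaction; compounds tested as titrations in qHTS with 15 min preincubation.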
BAZ2B block: inhibitors of human BAZ2B bromodomain; Q9UIF8; AlphaScreen BAZ2B-H3K14Ac peptide displacement; Potency, µM (series often up to 114 µM), for the others: top-dose activity change, negative = inhibition, actives largely listed as inhibitors; hit rate 4.4% among 360,000; note: potency is the fitted concentration of half-maximal effect; % is set by controls: 0 for no effect and ±100 for the full control effect; nearly all actives have a fitted effect of over 60% in size
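AlphaScreen displacement: compounds (up to 110uM) incubated 30 min at room temperature with a preformed 50 nM BAZ2B/50 nM biotinylated H3K14Ac peptide complex in PBS pH 7.4 with Tween-20. Donor and acceptor beads at 10 ug/mL final added, 20 min light-protected before reading.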
HP1b chromo inh: inhibitors of HP1-beta chromodomain binding to methylated histone tails; AlphaScreen HP1-beta / biotin-H3K9me3 peptide binding; hit rate 0.56% among 390,000; AID 540317; Potency, µM (titrated, usually from 114 µM), for inactives: at the highest dose activity change, negative = inhibition, most hits filed as inhibitors; note: potency is the fitted concentration of half-maximal effect; nearly all actives have a fitted effect of over 70% in size; inactives centre near 23
Target sequence (P83916 whole entry, looked up): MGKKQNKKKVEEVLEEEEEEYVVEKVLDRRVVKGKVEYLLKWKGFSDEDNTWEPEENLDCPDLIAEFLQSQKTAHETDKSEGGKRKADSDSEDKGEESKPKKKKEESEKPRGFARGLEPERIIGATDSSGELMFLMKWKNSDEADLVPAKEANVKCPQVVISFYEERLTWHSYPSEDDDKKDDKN
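HP1-beta protein (50 nM final) preincubated 30 min at room temperature with biotinylated H3(1-18)K9me3 peptide (50 nM) in PBS pH 7.4, 0.01% Tween-20, then compound added for 30 min. AlphaScreen streptavidin donor/nickel chelate acceptor beads (10 ug/mL final), 30 min dark, luminescence read.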
JMJD2A Tudor inh: blocks the human JMJD2A Tudor domain; hit rate 4.4% among 390,000; AlphaScreen JMJD2A-Tudor / H3K4me3 peptide binding; Potency, µM (series often up to 114 µM), for inactives: at the top dose activity change, negative = inhibition, usual class: inhibitors; AID 504339; note: potency is the fitted concentration of half-maximal effect; % is set by controls: 0 for no effect and ±100 for the full control effect; nearly all actives have a fitted effect of over 50% in size
Pin1 inhibitor: human Pin1 inhibition | Q13526 | Pin1 FP peptide displacement, HiFluor488, 10 min | Potency, µM (titrated, usually from 115 µM), for inactives: top-dose activity, negative = inhibition, usual class: inhibitors | hit rate 0.009% among 390,000 | AID 504891; active = well fitted inhibition curve with a large enough effect in the polarisation, with a control signal flat, not every such curve was filed as active; inconclusive = small, poorly fitted or top-dose-only effect, or effect the other way, or a change in a side signal; inactive = no such curve, though single readings can be large or run the other way; the % refers to the polarisation; note: potency is the fitted concentration of half-maximal effect; % is set by controls: 0 for no effect and ±100 for the full control effect
Target sequence (Q13526 whole entry, looked up): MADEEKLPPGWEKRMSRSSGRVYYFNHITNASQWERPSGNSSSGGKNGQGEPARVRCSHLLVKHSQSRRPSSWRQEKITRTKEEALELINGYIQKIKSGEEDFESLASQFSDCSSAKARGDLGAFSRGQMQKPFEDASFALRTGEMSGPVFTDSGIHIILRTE
Pol eta inh: blocks human DNA polymerase eta activity; Q9Y253; AID 588591; hit rate 1.2% among 390,000; recombinant Pol eta, fluorescent DNA replication assay; Potency, µM (doses to about 114 µM), without a hit: at the top dose activity change, negative = inhibition, actives largely listed as inhibitors; note: potency is the fitted concentration of half-maximal effect; % is set by controls: 0 for no effect and ±100 for the full control effect
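Fluorescent replication assay: 50 nM final substrate added after a 15 min room-temperature compound preincubation with 10 nM enzyme. Signal taken at 0 min and again at 10 min.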
PI4K2A block: inhibitors of human PI4K2A; Q9BTU6; purified PI4K2A, ADP-Glo luminescence, 1 h; hits give low values; activity change, negative = inhibition, % at 76.9 µM; hit rate 0.13% among 420,000; AID 1346378; in the data active = activity change below about -50%; inconclusive = mostly about -30% to -49%;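 note: -100% = wells without enzyme as full effect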
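PI4K2A activity was measured by ADP-Glo luminescence: enzyme (4 ug/mL stock) and phosphatidylinositol (1.2 mM stock) in Tris pH 7.5/MgCl2/EGTA/Triton X-100 buffer were reacted with ATP (300 microM stock) for one hour at ambient temperature.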
GLS inh: blocks human kidney-isoform glutaminase activity; O94925; GLS enzymatic activity, qHTS titration; Potency, µM (titrated, usually from 45.5 µM), for the others: top-dose activity change, negative = inhibition, actives largely listed as inhibitors; hit rate 0.21% among 410,000; note: potency is the fitted concentration of half-maximal effect; % is set by controls: 0 for no effect and ±100 for the full control effect
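hKGA; 45 mM KH2PO4 pH 8.2 + 0.02% Tween-20; cpd via pin tool; 1 mM Gln soln; GluOx/HRP/Amplex Red; RT 30 min; fluor. t0 & final.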
PGK inhibitor: inhibitors of T. brucei phosphoglycerate kinase; P07378; PGK/GAPDH coupled, Kinase-Glo luminescence, 60 min; Potency, µM (highest dose often 57.5 µM), for the others: at the top dose activity change, negative = inhibition, most hits filed as inhibitors; hit rate 0.043% among 380,000; AID 602233; note: potency is the fitted concentration of half-maximal effect; % is set by controls: 0 for no effect and ±100 for the full control effect; nearly all actives have a fitted effect of over 60% in size
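Luminescent ATP detection (Kinase-Glo Plus) follows a 60-minute room-temperature incubation, with wells lacking PGK as controls. Buffer: 100 mM TEA (pH 7.6), 5 mM MgCl2, 0.01% Tween-20. Coupling enzyme GAPDH (100 nM final) supplies unstable 1,3-BPG in-well.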
* marks the source's active call; other numbers are inactive results; i = inactive; ? = inconclusive; nt = no result given; [ ] = another dose, or the depositor's remark. Unless noted, calls come from the whole dose curve; as a rule, active = well fitted curve in the direction sought with a large enough effect; inconclusive = small, poorly fitted or top-dose-only effect, or another doubt; inactive = no such curve, though single readings can be large; an effect the other way counts as inactive or inconclusive. This is a subset (hit frequency here may not be typical).

SMILES | G9a block | BAZ2B block | HP1b chromo inh | JMJD2A Tudor inh | Pin1 inhibitor | Pol eta inh | PI4K2A block | GLS inh | PGK inhibitor
COc1ccc(S(=O)(=O)NCC2CCCN(C(=O)CSC)C2)cc1 (stereo not given) | -2% | 7% | 51%[activator] | 6% | -3% | -19% | 2 | -9% | -8%
Cc1ccccc1NC(=S)N1CCN(c2ccccc2Cl)CC1 | ? | ? | 24% | 0%[57.1 µM] | 2% | -20% | -2 | -8% | i
O=c1[nH]c2ccc(NC(=S)NCCc3ccccc3)cc2[nH]1 | 17%[59 µM] | -6% | 34% | -14% | -7% | 1% | 2 | 48%[activator] | 1%
COc1ccc(CCNC(=O)C(=O)NCCCN2CCOCC2)cc1 | -8%[59 µM] | -28% | 22% | -6% | -7% | 7% | -1 | -4% | 3%
Nc1c(-c2nc(-c3ccncc3)no2)nnn1CC(=O)Nc1ccccc1 | -22%[59 µM] | -38% | 191%[activator] | -29% | 6% | nt | -4 | -3% | nt
Cc1cc(OCC(=O)OCC(=O)N2CCc3ccccc3C2)ccc1Cl | -8%[12.7 µM] | 7% | 72%[activator] | 10% | -1% | -19% | -1 | -2% | i
O=C(c1ccco1)N1CCCC(c2ccccc2)C1 (stereo not given) | -9%[59 µM] | 6% | 32% | -9% | 22% | -11% | 0 | 2% | i
COc1cc2cnc(-c3ccccc3F)cc2cc1OC | nt | nt | 25% | -10% | ? | -6% | 3 | 12% | 10%
CCCn1nc(NS(=O)(=O)c2cccc3nonc23)c2cc3cccc(C)c3nc21 | nt | ? | -20%[57 µM] | ? | 2% | -8% | 4 | 61%[activator] | -11%
CSC1=N/C(=C\c2ccc3c(c2)OCO3)C(=O)S1 | 38%[12.7 µM] | 4% | 19% | 4% | ? | -7% | 3 | 1% | 3%
CCOc1ccc2c(c1)C(N(CCN1CCOCC1)C(=O)Nc1ccc(OC)cc1OC)CC(C)(C)O2 (stereo not given) | 11%[59 µM] | -34% | 6% | -19% | 2% | -14% | 3 | 11% | -6%
O=[N+]([O-])CC(c1ccccc1)P(=O)(c1ccccc1)c1ccccc1 (stereo not given) | -30% | 25% | 18% | 0% | -4% | -16% | -3 | -1% | 6%
O=C(NCc1ccccn1)c1ccc(=O)oc1 | 3.2µM* | 6.3µM* | 18% | 8.9µM* | -8% | -2% | -5 | 3% | 0%
COC(=O)C(CC(C)C)NC(=O)c1cc(OC)c(OC)c(OC)c1 (stereo not given) | -5%[59 µM] | -3% | 30% | -16% | 0% | -11% | -4 | -4% | -1%
CCOC(=O)C(CCCP(=O)(c1ccccc1)c1ccccc1)(NC(C)=O)C(=O)OCC | 9% | 0% | -1% | -3% | -2% | 6% | 0 | 6% | 0%
Cn1c(SCc2c(F)cccc2Cl)nc2c(c1=O)SCC2 | -26%[59 µM] | 28µM* | -27% | ? | -8% | -1% | 5 | 1% | -4%
O=S1(=O)CCOC[C@H](Cc2ccccc2)N1Cc1ccccc1Br | nt | nt | 52%[activator] | 18% | -12% | -21% | -1 | 18% | 1%
O=C(CN1CCN(Cc2ccccc2)CC1)c1ccc(Br)cc1 | -44%[0.501 µM] | ? | 44%[activator] | ? | -10% | -1% | 8 | 7% | 0%
Cc1ccnc(NS(=O)(=O)c2ccc(NC(=O)CCc3ccccc3)cc2)n1 | ? | -20% | 1% | -6% | 2% | -1% | -5 | 8% | -3%
CN(CC(=O)Nc1cccc(F)c1)C(=O)c1cc(-c2cccs2)nn1-c1ccccc1 | 50µM* | ? | 14% | -23% | 45%[activator] | -16% | 0 | 7% | -10%
COc1ccc(-c2nc3ncccn3c2Nc2ccc3c(c2)OCCO3)cc1 | -33%[59 µM] | -12% | 58%[activator] | -18% | 0% | -11% | 0 | 9% | -1%
Cc1ccc(OCCSc2ncnc3nc[nH]c23)cc1 | 40µM* | -7% | 36% | -6% | 4% | -16% | 1 | -1% | -6%
CCC(=O)Nc1c(-c2cccs2)c(=O)c2ccccc2n1C | ? | -37% | 20% | -19% | -1% | -3% | 2 | 5% | 9%
COc1ccccc1-c1noc(-c2ccc(NCc3ccco3)c([N+](=O)[O-])c2)n1 | -35%[59 µM] | 1% | 41%[activator] | 5% | 5% | -2% | -4 | -26% | -5%
c1ccc(C(c2cccs2)c2c[nH]c3ccccc23)cc1 (stereo not given) | ? | -31% | 15% | -26% | -1% | -24% | -1 | 2% | -4%
COc1cccc(C(=O)Nc2ccc(Cl)c(-c3nc4ccccc4[nH]3)c2)c1 | 16%[59 µM] | -25% | 60%[activator] | -15% | 31%[activator] | nt | -4 | 0% | nt
Cc1cccc2cc3c(N)c(C(=O)Nc4ccc(N5CCOCC5)cc4)sc3nc12 | ? | -36% | -6% | -34% | ? | 4% | -1 | 26% | -9%
Cc1ccc(N2C(=O)N(CC(=O)N3c4ccccc4CC3C)C(=O)C2C)cc1 (stereo not given) | 45µM* | -5% | 16% | -16% | 1% | ? | -6 | -3% | -7%
O=C(Nc1nnc(-c2ccccc2)o1)c1cccc(S(=O)(=O)N2CCOCC2)c1 | nt | nt | 44%[activator] | -6% | -5% | -22% | -4 | 4% | 4%
O=[N+]([O-])c1ccc(COc2cccc(CN3CCOCC3)c2)cc1 | nt | nt | 18% | -26% | 4% | -19% | 4 | 2% | -5%
O=C(NCc1ccco1)c1ccc2c(c1)N(Cc1cccc(Cl)c1)C(=O)c1ccccc1S2(=O)=O | -29%[59 µM] | 3% | 27% | -13% | 30%[activator] | -18% | -9 | -11% | i
CCn1cc(S(=O)(=O)CC(=O)Nc2ccc(OC)cc2)c2ccccc21 | -8% | 3% | 32% | -14% | 3% | -11% | 2 | 1% | 5%
O=C(CN1C(=O)NC2(CCCc3ccccc32)C1=O)NC1CCCCC1 (stereo not given) | -14%[2.33 µM] | 5% | 24% | -3% | 0% | -12% | 4 | 2% | -4%
COC(=O)C1=C(C)NC(=O)C1(NC(=O)c1ccccc1C)C(F)(F)F (stereo not given) | 6%[59 µM] | 1% | 31% | 2% | -4% | -11% | -1 | 7% | -4%
CCCn1c(N)c(N(CCOC)C(=O)CSCC(=O)Nc2ccc(C)cc2)c(=O)[nH]c1=O | 0%[59 µM] | -6% | 44%[activator] | -5% | 0% | -18% | 2 | -6% | -8%
Cc1ccc(-n2cccc2/C=C2\C(=N)N3N=C(C(C)C)SC3=NC2=O)cc1 | ? | ? | 1% | ? | 10% | -12% | -4 | 4% | nt
COc1ccc(CN2C(=O)c3cccnc3C2=O)cc1S(=O)(=O)NCc1ccco1 | 2%[59 µM] | ? | 33% | 18% | 10% | -15% | -2 | 0% | -10%
CCCc1nc2sc3c(c2c(=O)n1NC(=O)c1ccco1)CC(C)(C)OC3 | 20% | 1% | 10% | -7% | 5% | 2% | 2 | 0% | -1%
COc1ccc2c(c1)-c1nc(NC(=O)c3ccc(OC)c(Br)c3)sc1CC2 | -35%[59 µM] | ? | 24% | -29% | ? | nt | 0 | -9% | nt
CCN(CC)S(=O)(=O)c1ccc2nnn(OCC(=O)Nc3cccc(C#N)c3)c2c1 | -2%[12.7 µM] | -11% | 28% | -14% | -10% | -7% | 1 | -5% | -4%
CCOc1ccc2nc(SCC(=O)NCC3CCCO3)sc2c1 (stereo not given) | nt | nt | -22% | -15% | 0% | -10% | 2 | -20% | i
CCCN(CCC)CCNC(=O)c1cc2c(=O)n(C)c3ccccc3c2n1C | ? | -1% | 14% | 35µM* | ? | -6% | 21 | 12% | 3%
CCN(CC)CCN(C(=O)c1ccc2c(c1)CCCC2)c1nc2ccc(F)cc2s1 | 50µM* | nt | 15% | -35% | 2% | -20% | -2 | 6% | 3%
CNc1nc(Cl)nc2c1ncn2-c1ccccc1 | nt | nt | 19% | -10% | -12% | -9% | -4 | 0% | i
CCN(CC)CCNC(=O)C1CCCN(c2nnc(C)c3c(C)n(-c4ccc(Cl)cc4)nc23)C1 (stereo not given) | -43%[59 µM] | -10% | 37% | -9% | 4% | -14% | -2 | 2% | 1%
COc1cccc(C(=O)CC(=O)C(=O)Nc2cc(Cl)c(OC)cc2OC)c1 | 63%[activator][59 µM] | ? | 19% | -35% | -10% | -15% | -6 | 12% | -8%
O=C(COc1ccccc1)Nc1ccc(C(=O)N2CCCC2)cc1 | 54%[activator] | 6% | 17% | -6% | 1% | 10% | -4 | 11% | 3%
O=C(c1cncc(Br)c1)N1CCCc2ccccc21 | -3%[12.7 µM] | 4% | 23% | -10% | 0% | 3% | 2 | 0% | i
CS(=O)(=O)Nc1ccc(C2=NN(C(=O)c3ccccc3)C(c3cccs3)C2)cc1 (stereo not given) | 5% | -19% | 6% | -24% | -1% | -3% | 3 | 8% | 1%
CCOC(=O)C1(CCOc2ccccc2)CCN(Cc2cc(OC)c(O)cc2Cl)CC1 | nt | ? | -1% | ? | 5% | -26% | -3 | 3% | i
OC(CNCC1(N2CCCCC2)CCCCC1)COc1ccc(Cl)cc1Cl (stereo not given) | 50µM* | -31% | ? | 2.8µM* | 5% | -2% | 3 | 0% | 0%

High-throughput results deposited in PubChem by National Center for Advancing Translational Sciences (NCATS).
